# Pf gametocyte – inhibitors of late stage P. falciparum gametocyte viability. P. falciparum stage V gametocytes, ATP luminescence, 24 h. inhibition, % at 10.9 µM. actives 0.065% (n = 150,000). AID 743093;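 active = inhibition above the mean plus 3 SD of compounds within the control limits, set per campaign, cut at about 38% in these data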;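 also: 0% = DMSO wells and 100% = medium only without gametocytes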
# * marks the source's active call; other numbers are inactive results.
# A first look, 7 compounds:
SMILES,Pf gametocyte
Cc1ccc(C(=O)NCCCN2CCOCC2)c(C)c1,-4.7
CCN1CCN(CCC(=O)Nc2cc(OC)cc(OC)c2)CC1,-26.6
O=C(O)c1cccc(S(=O)(=O)N2CCc3ccccc3C2)c1,4.5
Cn1c(=O)n(C)c2cc(NC(=O)CCc3ccccc3)c(Br)cc21,16.3
CC1(C)CC(=O)C=C(c2ccc(I)cc2)C1,24.4
CCN1C(=NCC2CC2)N[C@@H](c2ccccc2)C(C(=O)OC)=C1C,-13.1
COc1ccc(C2=Nn3c(nnc3-c3ccccc3F)SC2)cc1OC1CCOC1 (configuration not stated),17.5

# The whole of this part, repeating the preview:
SMILES,Pf gametocyte
Cc1ccc(C(=O)NCCCN2CCOCC2)c(C)c1,-4.7
CCN1CCN(CCC(=O)Nc2cc(OC)cc(OC)c2)CC1,-26.6
O=C(O)c1cccc(S(=O)(=O)N2CCc3ccccc3C2)c1,4.5
Cn1c(=O)n(C)c2cc(NC(=O)CCc3ccccc3)c(Br)cc21,16.3
CC1(C)CC(=O)C=C(c2ccc(I)cc2)C1,24.4
CCN1C(=NCC2CC2)N[C@@H](c2ccccc2)C(C(=O)OC)=C1C,-13.1
COc1ccc(C2=Nn3c(nnc3-c3ccccc3F)SC2)cc1OC1CCOC1 (configuration not stated),17.5
CC(C)(C)OC(=O)NCc1ccc(CNC(=O)c2[nH]cnc2C(=O)NCC(=O)OCc2ccccc2)cc1,-44.5
CCCC(=O)Oc1ccc(C2NC(=O)c3ccccc3O2)cc1 (configuration not stated),16.9
CCN(CC)S(=O)(=O)c1ccc(N2CCOCC2)c(NC(=O)c2cccc3c(=O)c(C)c(-c4ccccc4)oc23)c1,-11.0
CCC(=O)N(CCc1ccccc1)Cc1cc2cccc(C)c2[nH]c1=O,23.5
CCOC(=O)c1cc(C#N)c(SCC(=O)c2cc(C#N)c(SC)nc2C)nc1C,16.3
CC(C)(C)NC(=O)CSc1nnc(-c2c[nH]c3ccccc23)o1,3.1
Cc1ccc(N(CC(=O)N2CCN(Cc3ccccc3)CC2)S(C)(=O)=O)cc1C,-5.9
O=C(O)c1ccc(NC(=O)c2cc3ccccc3o2)cc1,-14.8

# Overlap with the part before: 3 compounds, followed by the next part.
SMILES,Pf gametocyte
CC(C)(C)NC(=O)CSc1nnc(-c2c[nH]c3ccccc23)o1,3.1
Cc1ccc(N(CC(=O)N2CCN(Cc3ccccc3)CC2)S(C)(=O)=O)cc1C,-5.9
O=C(O)c1ccc(NC(=O)c2cc3ccccc3o2)cc1,-14.8
O=S(=O)(NCc1ccc2c(c1)OCO2)c1ccc(F)cc1,-12.2
Cc1c(C(=O)Nc2ccccc2)cnn1-c1ccccc1,-6.7
Cc1ccc(N(CC(=O)N2CCOCC2)S(C)(=O)=O)cc1Cl,21.5
c1ccc2c(c1)ccc1nnnn12,-9.3
Cc1ccc(NC(=O)Cn2ccnc2)cc1C,19.1
O=C1C(=O)N(CCCO)C(c2ccc(Br)cc2)/C1=C(\O)c1ccc(Br)cc1 (configuration not stated),2.3
CC[C@H]1c2[nH]c3ccc(C(C)C)cc3c2[C@@H]2CCN3C(=O)CCC[C@H]1[C@H]23,-1.1
COc1ccc(C2c3[nH]c4ccccc4c3CCN2C(=O)c2ccccc2C(C)=O)c(F)c1 (configuration not stated),-6.2
CCCCCCSc1ccc(-c2nc3ccc(C)cn3c2NCc2ccccc2)cc1,-12.8
CCCCOc1ccc(/C=C(\C#N)C(=O)NC2CC2)cc1,7.8
CNC(=O)C1(C(F)(F)F)C/C(=C\CCO)CCCO1 (configuration not stated),-24.1
O=C1N=C2N(CCN3CCCCC3)c3ccccc3N2/C1=C\c1ccc([N+](=O)[O-])s1,-3.8
O=c1cc(-c2ccsc2)oc2cc(-c3ccc4c(c3)OCO4)ccc12,7.0
COc1cc(C(=O)NC2CCN(C)CC2)ccc1Nc1ncc2c(n1)N(Cc1ccccc1)CCC(=O)N2C,-13.8
CCn1c(/C=C/c2ccc(O)c(O)c2)nc2ccccc2c1=O,-17.6
CCOC(=O)c1cccc(-n2cccc2/C=C2\NC(=O)N(CC(=O)O)C2=O)c1,-8.9
Cc1cc(C)c(OCCCCN(C)Cc2ccccc2)c(C)c1,-12.1
COc1cc2c(-c3ccccc3)c(C)oc2cc1/C=N/NC(N)=S,13.2
COC(=O)[C@H]1C[C@H]1[C@@H](NC(=O)c1ccc[nH]1)c1ccccc1,-2.1
O=C(N[C@H]1C/C=C\C[C@@H](CC(=O)N(CCO)Cc2ccccc2)C(=O)NC[C@H](c2ccccc2)OC1=O)OCC1c2ccccc2-c2ccccc21,-0.5
CCCOc1ccc(CC(=O)N/N=C\c2ccc(F)cc2)cc1,5.4
Cc1cc([N+](=O)[O-])nn1CC(=O)NCc1ccc(Cl)cc1,-1.6
O=C(N/N=C/c1ccc(Cl)cc1Cl)c1ccncc1,-43.0
COCC(=O)N1CCC(Oc2ccc(C(=O)N[C@H](C(=O)OC)C(C)C)cc2)CC1,2.0
COc1ccc(OC)c(C(=O)Nc2c(O)ccc3ccccc23)c1,-30.6
CN1C(=O)[C@H]2[C@@H](/C=C/c3ccccc3)N3C(=O)CN(CC4CC4)C(=O)[C@@]3(C)[C@H]2C1=O,-11.8
CC(C)(C)OC(=O)C[C@@H]1C/C=C\C[C@@H](CC(=O)NCCO)C(=O)N[C@H](C(C)(C)C)COC1=O,-44.1
N#Cc1c(-c2ccccc2)oc(=O)c2ccccc12,21.5
CC(C)(c1ccccc1)c1ccc(OCC(O)CN2CCCC2)cc1 (configuration not stated),11.2
NC(=O)C1CCN(C(=O)CC(c2ccccc2)c2ccccc2)CC1,4.7
COc1ccc(/C=C/C(=O)N2CCOCC2)cc1OC,1.8
COC(=O)C1=C[C@@H](C(=O)OC)[C@@H]2C3=C(C(=O)[C@@]2(C)NC(=O)c2ccccc2)[C@H](C)C(C(=O)OC)=C(C(=O)OC)[C@@H]3C1,5.4
COc1ccc(-c2noc(=O)n2Cc2ccc(C#N)cc2)cc1,8.4
O=C(OCCc1cc2ccccc2c(=O)o1)N1CCOCC1,4.8
COc1cccc(-c2ncc3ccccc3c2COC(=O)c2cccs2)c1,5.7
Cc1cc(C)cc(NC(=O)c2cccc(C(=O)Nc3cc(C)cc(C)c3)n2)c1,21.8
CC(C)CC(=O)N1CC=CC[C@@H](c2ccc(Cl)cc2)N(Cc2ccc(Cl)cc2)C(=O)[C@@H]1Cc1ccccc1,-7.1
CCN1C(=O)[C@H]2[C@@H](c3ccc(Cl)cc3)N3C(=O)CN(CC4CC4)C(=O)[C@@]3(Cc3ccccc3)[C@H]2C1=O,3.0
CC(=O)CSc1nc(CCc2ccccc2)c(C#N)c(=O)[nH]1,-20.9
COc1ccc(/C=C/c2c(-c3cccc(C)c3)oc3ccc(N4CCOCC4)cc23)cc1,-32.0
COc1ncnc2c1ncn2CC1COC(C)(C)O1 (configuration not stated),4.4
CCC1Nc2ncnc(N3CCN(c4ccccc4)CC3)c2N(Cc2ccc(C)cc2)C1=O (configuration not stated),3.5
CC(CC(=O)Nc1nccs1)c1ccccc1 (configuration not stated),5.0
O=C1NC(Cc2ccccc2)c2nc3ccc(Cl)cc3c(=O)n2-c2ccc(Cl)cc21 (configuration not stated),13.1
Cc1cccc(NC(=O)CCN2CCCCC2)c1,-12.8
O=S(=O)(c1ccccc1)N1CCN(c2cccc(Cl)c2)CC1,2.9
CC1(C)CC(=O)C=C(c2cccc3c2Oc2ccccc2S3)C1,26.1
CCOC(=O)C1=C(C)N(CCCC(=O)O)C(=O)NC1c1ccccc1OS(=O)(=O)c1ccccc1[N+](=O)[O-] (configuration not stated),3.6
CC(Nc1nc(-c2cccc(Br)c2)cs1)c1nc2cc(Cl)c(N3CCCCC3)cc2n1CCOCCO (configuration not stated),-1.2
NS(=O)(=O)c1cnccc1NCCc1ccccc1,16.7
CCN1C(=O)[C@H]2[C@@H](c3ccc(-c4ccc(Cl)c(Cl)c4)cc3)N[C@@](CC(C)C)(C(=O)OC)[C@H]2C1=O,13.8
Nc1nc(N)c2[nH]c(-c3ccccc3)nc2n1,0.8
CSc1ncc(Cl)c(C(=O)Nc2ccccc2[N+](=O)[O-])n1,-1.2
CCCCCCSc1ccc(-c2nc3ccccn3c2NCCCC)cc1,3.8
O=C(CCN1CCN(c2ccccc2F)CC1)Nc1cccc(F)c1,6.4
Cc1ccc2nc(-c3cccc(SC4CCCCC4)c3)c(NCc3ccccc3)n2c1,18.8
O=C(Cc1ccccc1)Nc1ccc2[nH]ncc2c1,-34.8
Cc1ccc(/C=C2\SC(N3CCCCC3)=NC2=O)cc1,-6.7
CCCc1nc(-c2ccccc2)c(-c2ccc(OC)c(OC)c2)c(=O)[nH]1,-16.7
CN(/N=C/c1ccc(-c2ccc([N+](=O)[O-])cc2)o1)c1ccccc1,-3.4

# 5 neighbouring records already listed:
SMILES,Pf gametocyte
COc1ccc(/C=C/C(=O)N2CCOCC2)cc1OC,1.8
COC(=O)C1=C[C@@H](C(=O)OC)[C@@H]2C3=C(C(=O)[C@@]2(C)NC(=O)c2ccccc2)[C@H](C)C(C(=O)OC)=C(C(=O)OC)[C@@H]3C1,5.4
COc1ccc(-c2noc(=O)n2Cc2ccc(C#N)cc2)cc1,8.4
O=C(OCCc1cc2ccccc2c(=O)o1)N1CCOCC1,4.8
COc1cccc(-c2ncc3ccccc3c2COC(=O)c2cccs2)c1,5.7

# Next structures follow:
SMILES,Pf gametocyte
COC(=O)c1c(NC(=O)c2ccccc2F)sc2c1C(C(=O)OC)CC2 (configuration not stated),-0.8
Cc1cc(C)c(C#N)c(Nc2ccccc2F)n1,12.2
CN(C(=O)c1ccccc1-c1ccccc1C(=O)O)c1ccccc1,10.6
C=CC[C@@H](CC(=O)OC(C)(C)C)C(=O)OC[C@@H]1CCCN1C(=O)[C@@H](CC=C)CC(=O)N[C@H](CO)Cc1ccccc1,25.6
CCCc1c(C)nc(N2CCN(c3cccc(OC)c3)CC2)[nH]c1=O,19.9
CC(=O)Oc1ccc(/C(C)=N\N2CCN(Cc3ccc(Cl)cc3)CC2)cc1,5.8
COc1cccc2cc(C(=O)NC3CC4CCC3C4)oc12 (configuration not stated),2.2
O=C(Nc1sc2c(c1C(=O)NCC(O)CO)CCCC2)c1ccccc1 (configuration not stated),9.9
COCCNC(=O)c1ccccc1N(Cc1ccccc1)S(=O)(=O)c1ccccc1,-3.7
Brc1cccc(C=Nc2cccc3ncccc23)c1,-7.8
O=C(O)C(CO)(c1ccccc1)c1ccccc1,0.5
CC(C)Oc1cccc(C2NC(=O)c3ccccc3O2)c1 (configuration not stated),4.9
COc1ccc(CN2CCc3c([nH]c4ccccc34)C2)cc1Br,25.8
CCNC(=S)NNc1nnc(-c2ccccc2)c(-c2ccccc2)n1,13.6
CCOC(=O)Cc1csc(NC(=O)c2ccc([N+](=O)[O-])cc2[N+](=O)[O-])n1,13.8
Cc1ccccc1S(=O)(=O)N1[C@@H](c2ccccc2)C(C(=O)O)=CC[C@H]1c1ccc(Cl)cc1,14.7
C=CCn1cc(/C=C/c2cc[n+](C)cc2)c2ccccc21,17.7
Cc1cc(C)cc(NC(=O)C(C)N2C(=O)c3ccccc3C2=O)c1 (configuration not stated),-27.7
CC(C)(C)NC(=O)CN(Cc1ccccc1)S(=O)(=O)c1ccccc1,-0.6
Cc1ccc(-n2c(SCC(N)=O)nnc2-c2ccco2)cc1,0.3
CCCNC(=O)C(Cc1ccccc1)NC(=O)c1ccccn1 (configuration not stated),-5.9
CC(C)N(C(=O)Cn1c(SCC(=O)N2CCN(c3ccccc3)CC2)nc2ccccc21)C(C)C,-12.3
CC(=O)Nc1cccc(Oc2ccc3c(c2)C(=O)NC3=O)c1,11.7
Oc1ccc(Cl)cc1CNCc1ccc(F)c(F)c1,-20.8
O=C(CSc1nccc2ccccc12)N1CCN(Cc2ccc3c(c2)OCO3)CC1,-8.6
O=C1[C@H]2[C@@H](c3ccc(Cl)cc3)N3C(=O)N(c4cccc(Br)c4)C(=O)[C@@]3(Cc3ccc(Cl)cc3)[C@H]2C(=O)N1C1CCCCC1,-0.6
CCOC(=O)[C@@H]1[C@H]2COc3ccc(Br)cc3[C@H]2N2C(=O)N(c3ccc(Br)cc3)C(=O)[C@]12C,10.9
COC(=O)c1cc(C)sc1NC(=O)CCc1ccccc1,-13.2
CC1(c2nnc(-c3cccc(Cl)c3)o2)CC(c2ccccc2Br)=NO1 (configuration not stated),-6.4
CCC(C)(C)C1CCc2[nH]nc(C(=O)NCc3ccc(OC)cc3)c2C1 (configuration not stated),-26.8
CN(C)Cc1c(O)ccc2occ(C(=O)c3ccc(F)cc3)c12,-16.1
O=C(Nc1cc(C(F)(F)F)ccc1Cl)c1cccnc1,10.9
CCOc1ccc(/C=C/c2[nH]c(=O)[nH]c(=O)c2[N+](=O)[O-])cc1,-12.5
O=C(c1ccc2c3c(cccc13)CC2)N1CCN(c2ncccn2)CC1,-2.9
O=C(/C=C/NCc1cccnc1)c1ccc(-c2ccccc2)cc1,3.5
CCn1c(N2CCN(S(=O)(=O)c3ccccc3)CC2)nc2ccccc21,-3.6
COc1ccc(NC(=O)c2ccco2)cc1NC(=O)COc1ccccc1[N+](=O)[O-],1.7
COc1ccc(S(=O)(=O)NC(C)C(=O)N2CCCC2)cc1C (configuration not stated),10.3
NC(=O)CC(NC(=O)c1ccccc1)c1ccc(NCCCN2CCCC2=O)c([N+](=O)[O-])c1 (configuration not stated),-27.3
CC1CN(CCCCSc2ccccc2)CC(C)O1 (configuration not stated),-5.3
c1nc(NCC2CCCO2)c2[nH]cnc2n1 (configuration not stated),-10.8
NC(=O)C[C@H](N)c1cn([C@@H](CC(N)=O)C(=O)N2CCNCC2)nn1,10.2
COc1ccc(OC)c(CNc2c(C=O)c(=O)[nH]c3ccccc23)c1,-11.0
Cc1ccnc(SC2CC(=O)N(c3ccc(Cl)cc3)C2=O)n1 (configuration not stated),2.4
Cc1ccccc1CN1CCN(CC2CC2)CC1CCO (configuration not stated),5.0
Cc1cc(S(=O)(=O)NCCc2ccncc2)cc(C)c1F,16.2

# This is a subset, so the mix of outcomes need not match the whole.
